GAA850 FXN act: FXN promoter activators, primary screen, cell-based, luciferase luminescence, HEK293 lucGAA850; HEK293 lucGAA850 FXN promoter luciferase reporter, 24 h; percent of 10 µM SAHA response; activation, % at 6 µM; 360,000 compounds, 0.56% hits; AID 540364, 2011;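 active = activation above the average of all compounds screened plus 3 SD, cutoff fixed separately per campaign, cut at about 7.5% in these data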;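 note: 0% = DMSO wells and 100% = 10 µM SAHA wells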
hcDAF12 agonist: H. contortus DAF-12 nuclear receptor activators, primary screen, cell-based, luminescence, HEK293, lit1-tk-luc reporter; AID 652067, 2013; activation, % at 6.8 µM; 370,000 compounds, 1.4% hits; HEK293 hcDAF-12 lit1-tk-luc reporter; 0% DMSO, 100% Δ7-dafachronic acid;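 active = activation above the mean of all tested compounds plus 3 SD, cut at about 5.5% in these data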;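 note: 100% = response to 3 µM Δ7-dafachronic acid high control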
DAX1 inh-1: DAX1 (NR0B1) inhibitors, primary screen, cell-based, HEK293, Gal4-DAX1, luciferase luminescence; Nuclear receptor subfamily 0 group B member 1 (Homo sapiens), P51843; HEK293 Gal4-DAX1 luciferase reporter; inhibition, % at 6.75 µM; 340,000 compounds, 0.99% hits; AID 504766, 2011;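 active = inhibition above the mean over all tested compounds plus 3 SD, cut at about 4.2% in these data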;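 note: 0% = DAX1-transfected cells with DMSO and 100% = empty-vector control cells with DMSO; inhibition shows as a rise in luminescence from relieved DAX1 repression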
PLCb3 inh: human PLC-beta3 inhibitors, primary screen, biochemical, fluorescence | 1-phosphatidylinositol 4,5-bisphosphate phosphodiesterase beta-3 (Homo sapiens), Q01970 | Purified PLC-beta3, fluorogenic substrate | inhibition, % at 12.2 µM | 370,000 compounds, 0.18% hits | AID 720704, 2013; in the data active = inhibition above about 11%;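 note: 0% = median of compound wells on plate and 100% = full blocker control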
Target sequence (Q01970 whole entry, looked up): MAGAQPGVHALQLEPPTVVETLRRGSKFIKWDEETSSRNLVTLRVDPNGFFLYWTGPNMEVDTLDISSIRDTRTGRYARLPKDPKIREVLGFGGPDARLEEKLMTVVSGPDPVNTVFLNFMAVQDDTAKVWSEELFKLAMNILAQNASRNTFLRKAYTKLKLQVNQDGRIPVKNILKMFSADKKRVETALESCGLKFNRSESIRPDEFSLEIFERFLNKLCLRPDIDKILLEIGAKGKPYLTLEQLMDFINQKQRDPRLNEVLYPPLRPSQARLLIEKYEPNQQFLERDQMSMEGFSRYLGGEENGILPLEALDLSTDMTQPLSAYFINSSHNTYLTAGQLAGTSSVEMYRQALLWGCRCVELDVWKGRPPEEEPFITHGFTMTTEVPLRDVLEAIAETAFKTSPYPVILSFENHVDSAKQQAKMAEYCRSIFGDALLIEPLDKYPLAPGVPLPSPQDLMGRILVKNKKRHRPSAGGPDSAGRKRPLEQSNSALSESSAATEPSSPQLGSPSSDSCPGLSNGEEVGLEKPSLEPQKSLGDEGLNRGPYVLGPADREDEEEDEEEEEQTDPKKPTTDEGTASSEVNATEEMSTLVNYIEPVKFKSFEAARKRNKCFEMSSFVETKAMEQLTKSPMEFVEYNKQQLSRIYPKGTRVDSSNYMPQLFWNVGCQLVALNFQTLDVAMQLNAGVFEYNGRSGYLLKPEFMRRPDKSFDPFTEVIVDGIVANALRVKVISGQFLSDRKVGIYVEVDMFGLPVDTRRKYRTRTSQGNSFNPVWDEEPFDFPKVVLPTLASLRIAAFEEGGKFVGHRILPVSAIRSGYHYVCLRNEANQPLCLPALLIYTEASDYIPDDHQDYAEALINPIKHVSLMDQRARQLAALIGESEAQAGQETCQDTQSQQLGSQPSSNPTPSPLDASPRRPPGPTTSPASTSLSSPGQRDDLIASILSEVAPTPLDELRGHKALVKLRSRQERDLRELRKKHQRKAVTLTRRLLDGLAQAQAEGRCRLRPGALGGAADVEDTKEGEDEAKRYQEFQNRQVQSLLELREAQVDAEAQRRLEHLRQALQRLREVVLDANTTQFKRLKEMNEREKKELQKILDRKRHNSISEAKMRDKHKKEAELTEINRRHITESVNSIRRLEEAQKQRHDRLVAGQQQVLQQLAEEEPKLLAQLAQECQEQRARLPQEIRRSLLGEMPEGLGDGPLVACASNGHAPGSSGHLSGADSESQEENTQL
ssDAF-12 act: S. stercoralis DAF-12 nuclear receptor activators, primary screen, cell-based, luminescence, HEK293, GRIP1 co-expression, lit1-tk-luc; HEK293 ssDAF-12/GRIP1 lit1-tk-luc reporter; % of 3 µM dafachronic acid response; activation, % at 6.8 µM; 370,000 compounds, 1% hits;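 active = activation above the mean over all tested compounds plus 3 SD, cut at about 0.9% in these data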;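 note: 0% = DMSO-only wells and 100% = 3 µM delta7-dafachronic acid wells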
NR1D1 modulator: modulators of Rev-erb alpha DNA binding, primary screen, biochemical, FITC-DNA, fluorescence polarization, uHTS; activity, % at 10 µM; 370,000 compounds, 0.79% hits; Rev-erbα–FITC-DNA binding, 90 min; AID 1259318, 2017; Nuclear receptor subfamily 1 group D member 1 (Homo sapiens), P20393;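 active = activity above about 14%, limit read from the data; passing the limit was not always enough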;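 note: 0% = DMSO wells with 35 nM protein and 100% = DMSO wells with 750 nM protein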
SMARCA2 activ: SMARCA2 (BRM) function activators, primary screen, cell-based, luminescence, high throughput. activation, % at 9.1 µM. 370,000 compounds, 1% hits. AID 652017, 2013. MG213 cells, MMTV-luciferase reporter, dexamethasone, overnight; in the data active = activation above about 7.8%;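 note: 0% = vehicle wells and 100% = reference activator wells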
PG9 Ab binder: binders of HIV-1 gp120 antibody PG9, primary screen, biochemical, TR-FRET; HIV-1 gp120 / PG9 antibody interaction; TR-FRET gp120-PG9 antibody binding; inhibition, % at 6.7 µM; 360,000 compounds, 0.43% hits; in the data active = inhibition above about 8.5%
HGIII-sPLA2 inh: human group III sPLA2 inhibitors, primary screen, biochemical, QFRET, BODIPY PC-A2 liposome substrate | 370,000 compounds, 0.56% hits | AID 743126, 2013 | QFRET BODIPY PC-A2 liposome hydrolysis, fluorescence | Group 3 secretory phospholipase A2 (Homo sapiens), Q9NZ20 | inhibition, % at 12.2 µM;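 active = inhibition above mean plus 3 SD of compounds lying within the high and low control bounds, cut at about 19% in these data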;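 note: 0% = median of test compound wells and 100% = no enzyme DMSO wells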
DAX1 inh-2: DAX1 (NR0B1) inhibitors on StAR promoter, primary screen, cell-based, luminescence, SF-1 (NR5A1), full-length DAX-1; HEK293T StAR-luciferase reporter, SF-1/DAX-1 repression relief; AID 652010, 2013; inhibition, % at 6.8 µM; 370,000 compounds, 1.1% hits;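 active = inhibition above the mean over all tested compounds plus 3 SD, cut at about 3.6% in these data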;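 note: 0% = DAX-1 cells with DMSO and 100% = cells lacking DAX-1 with DMSO; higher inhibition means more luminescence from relief of DAX-1 repression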
hgDAF12 agonist: H. glycines DAF-12 receptor agonists, primary screen, cell-based, luminescence, HEK293, GAL4 fusion, UAS-luciferase | 370,000 compounds, 1.8% hits | HEK293 GAL4-hgDAF12 UAS-luciferase reporter, agonist luminescence; normalized to butyrate control | AID 687014, 2013 | activation, % at 6.8 µM | Nuclear hormone receptor DAF-12 (Heterodera glycines), GAL4 fusion;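 active = activation above a cutoff set at the mean of all screened compounds plus 3 SD, cut at about 10% in these data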;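 note: 0% = DMSO wells and 100% = sodium butyrate wells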
Numbers without * were called inactive; . = not tested or not shown. Compounds were not picked by outcome; any-hit rate near 7%.

SMILES | GAA850 FXN act | hcDAF12 agonist | DAX1 inh-1 | PLCb3 inh | ssDAF-12 act | NR1D1 modulator | SMARCA2 activ | PG9 Ab binder | HGIII-sPLA2 inh | DAX1 inh-2 | hgDAF12 agonist
CCc1ccc(NC(=O)Cn2nnc(C(=O)NCCc3ccc(OC)c(OC)c3)c2N)cc1 | 0.2 | -3.1 | -0.7 | -7 | -1.2 | 2 | 1 | 1.2 | -27 | -2.6 | -0.6
CC1(C)C=Cc2c(ccc3c2OC[C@@H](c2ccc(O)cc2O)C3)O1 | 2.7 | 5.2 | 2.8 | -5 | -0.5 | 2 | 5 | 1.2 | -2 | 2.6 | 9.3
CCOc1cc(/C=C2/C(=O)ON=C2C)ccc1OCc1ccc(F)cc1 | 1.5 | -0.8 | -0.4 | 1 | -1.3 | -9 | 1 | -2.4 | -5 | -0.8 | 2.4
COc1cc(NC(=O)c2cc([N+](=O)[O-])ccc2Br)ccc1NC(=O)c1ccco1 | -0.5 | -0.9 | -0.3 | 3 | -1.4 | -4 | -2 | 0.7 | -2 | -0.5 | -0.8
O=c1[nH]c(C2CCN(S(=O)(=O)c3ccccc3F)CC2)nc2c1nnn2Cc1ccc(OC(F)(F)F)cc1 | 0.1 | 1.1 | 0.5 | -7 | -0.6 | 2 | -2 | -1.9 | -6 | 0.5 | 0.8
Cc1ccc(CSc2nccc(-c3c(C)nc4ccccn34)n2)cc1 | -0.9 | -1.0 | . | -27 | -1.0 | 4 | -1 | 1.1 | 1 | 0.1 | 1.0
CCNc1cc(S(=O)(=O)C(F)(F)F)ccc1N | 3.1 | -0.1 | -1.1 | -1 | -1.3 | -3 | -2 | -1.1 | 1 | 0.0 | -0.3
Cc1ccc(S(=O)(=O)Oc2cccc([N+](=O)[O-])c2)cc1 | -1.2 | 0.0 | 0.2 | -1 | -1.1 | 10 | 1 | 0.1 | 6 | -1.1 | -1.2
O=C(C1CCN(S(=O)(=O)c2ccc3[nH]c(=O)oc3c2)CC1)N1CCCN(Cc2ccccc2)CC1 | . | -0.6 | . | -1 | -1.3 | 2 | -2 | . | -10 | 0.4 | 5.5
CCOc1ccccc1N1CCN(CC(=O)Nc2nc(C)c(C(=O)N(C)C)s2)CC1 | 0.4 | -0.9 | 0.6 | -4 | -0.1 | -5 | 2 | -2.1 | -1 | 0.1 | -0.2
COc1ccc2c(c1)CC(C(=O)Nc1ccc(Cl)cc1)/C(=N/O)O2 (configuration not stated) | -1.7 | 2.6 | -0.3 | -15 | -0.8 | -3 | -1 | 0.9 | 3 | 0.1 | 0.0
O=C(CSc1ccccc1)N1CCN(c2ccccn2)CC1 | 2.3 | 0.4 | 0.2 | -2 | 0.2 | -1 | -1 | -3.8 | -5 | 0.6 | 3.3
Cc1ccccc1Oc1ccc2c(c1)[C@@H]1C[C@H](N(C)C(=O)c3cccnc3)[C@H]([C@H](C)O)C(=O)N1CC2 | -5.1 | -1.3 | 0.0 | -3 | -1.7 | -6 | 1 | -2.4 | 1 | -0.4 | 0.8
N#Cc1ccc(/C=N/NC(=O)c2ccccc2F)cc1 | -0.8 | 2.1 | -0.3 | 4 | -1.9 | 2 | -2 | -1.0 | -1 | 0.2 | 4.8
CC1(C(=O)NS(=O)(=O)c2ccccc2C(F)(F)F)CCN1C(=O)C1CCCCC1 (configuration not stated) | 1.6 | 0.2 | . | -3 | -0.9 | -5 | -5 | 0.3 | 8 | 1.0 | -2.4
O=C(CNC(=S)N(Cc1ccc(F)cc1)C1CCCCC1)NCC1CCCO1 (configuration not stated) | -2.0 | -1.4 | -0.8 | -6 | -1.8 | -3 | -2 | -1.5 | -3 | 1.3 | 2.1
Cc1nc2ccc(NC(=S)NC3CC3)cc2nc1C | 2.6 | -2.1 | -0.4 | -27 | -0.3 | 1 | 2 | -1.9 | 4 | 0.5 | -1.7
Cc1cc(C)n2cc(CSc3nnnn3-c3ccccc3)nc2n1 | -2.1 | -0.8 | 0.0 | -28 | -1.0 | 0 | 2 | 1.5 | 5 | 0.1 | -0.7
O=C(Nc1nnc(SCc2ccc(F)cc2)s1)c1cccnc1Cl | 0.6 | -1.8 | 0.1 | -33 | -1.4 | -3 | -3 | -0.7 | -18 | 0.1 | -3.4
CC1C(C)N(C(=O)CCl)c2ccccc2N1C(=O)CCl (configuration not stated) | -12 | 0.0 | -1.0 | 1 | -0.1 | 2 | -3 | 0.8 | 4 | -2.1 | -4.2
CSCC[C@H](NC(=O)C1CCN(S(=O)(=O)c2ccc(C)cc2)CC1)C(=O)NC1CCS(=O)(=O)C1 (some centres not stated) | 1.1 | 0.0 | 0.8 | -1 | -1.2 | 2 | -3 | 0.1 | 9 | -0.1 | 1.5
COc1ccccc1C1C(C(=O)c2cc3ccccc3o2)=C(O)C(=O)N1CCN1CCOCC1 (configuration not stated) | 2.6 | -0.1 | -1.2 | -23 | -0.8 | 1 | -3 | 0.7 | -4 | -0.4 | 0.5
CC1(C)OC2OC(C3COC(=O)O3)C(OC(=O)c3ccccc3)C2O1 (configuration not stated) | -1.7 | -1.9 | 0.2 | 1 | -1.1 | -2 | -3 | 1.8 | -1 | -0.8 | 1.4
O=C1c2ccccc2NC(c2ccc(-c3cccc([N+](=O)[O-])c3)o2)N1O (configuration not stated) | 2.6 | 2.2 | -0.1 | 2 | -1.4 | 6 | 0 | -2.1 | -57 | 0.4 | 0.9
O=C(Nc1ccc(F)cc1F)c1cccn1-c1ncc(C(F)(F)F)cc1Cl | -2.8 | -2.0 | 0.4 | 3 | -1.4 | -5 | 4 | -1.8 | 2 | -0.9 | -0.3
CCCCCCCCCCCCCCCC[N+](C)(C)CCl | -3.1 | -0.5 | 1.0 | 6 | -0.2 | -1 | -3 | -0.3 | -9 | -0.9 | -0.1
Cc1cccn2c(=O)c(/C=C(\C#N)C(=O)NCc3ccccc3)c(N3CCC(C(N)=O)CC3)nc12 | 0.5 | 0.0 | -0.5 | -16 | -0.7 | -12 | 2 | 0.8 | 1 | 0.3 | -0.2
O=C(CN1C(=O)C2C3C=CC(C3)C2C1=O)NCc1ccco1 (configuration not stated) | 0.1 | -1.4 | 1.5 | 4 | -1.3 | 2 | 0 | 1.0 | 7 | 0.0 | -1.0
COc1ccc2[nH]c3c(c2c1)CCN1C(=O)C(CC(=O)NCCN2CCOCC2)C[C@H](C(=O)N2CCCCC2)[C@@]31CCc1ccccc1 (some centres not stated) | -0.1 | -1.3 | 0.7 | 0 | -1.1 | -1 | -2 | 1.6 | 11 | -1.7 | -1.6
CC(=O)Nc1sc(N/N=C/c2ccc(N(C)C)cc2)nc1-c1ccc(C)cc1 | 0.3 | 2.0 | . | -203 | -1.3 | 3 | -3 | -5.8 | 7 | 0.3 | 0.7
COc1ccccc1CNC(=O)C1=C(C)C(=O)OC12CCC(C)CC2 (configuration not stated) | -0.3 | 0.7 | -0.9 | 1 | -1.2 | 1 | 2 | -1.9 | -3 | -0.9 | -2.6
CCOCCCn1c(=N)c(C(=O)NCCN2CCOCC2)cc2c(=O)n3cccc(C)c3nc21 | 2.1 | 0.9 | -0.3 | -340 | -1.0 | 4 | 3 | -2.4 | 2 | -1.1 | 0.5
Cc1ccc(Cl)cc1NC(=O)CCCN1C(=O)c2cccnc2C1=O | 2.4 | -0.3 | 0.7 | -1 | -0.7 | -6 | -3 | -0.2 | 2 | 0.2 | 1.9
COc1cc(NC(=O)C(C)N2CCN(C(=O)C3CC3)CC2)cc(OC)c1 (configuration not stated) | 0.0 | 0.0 | 1.7 | -2 | -0.8 | -3 | -1 | -0.7 | 2 | 1.3 | 3.5
N#CCC1c2ccccc2CCN1C(=O)Nc1ccc(Cl)cc1 (configuration not stated) | -0.6 | -0.3 | -0.6 | 0 | -1.1 | 1 | -2 | 0.0 | -11 | -0.9 | 4.1
COc1ccccc1N/C(=N/S(=O)(=O)c1ccc(C)cc1)c1ccccc1 | -1.6 | -0.6 | -2.6 | 2 | -1.5 | 7 | -5 | 0.9 | 12 | -1.2 | -1.8
CCC(c1ccc(OC)cc1)c1cn(C)c2ccccc12 (configuration not stated) | . | 2.2 | . | -2 | -0.8 | 7 | -5 | . | -11 | 0.4 | -0.1
O=C1/C(=C\c2cccc(O)c2O)SC(=S)N1Cc1ccccc1 | -3.2 | -0.5 | -0.2 | -18 | -1.6 | 6 | -4 | -1.6 | -8 | 0.1 | 2.2
Cc1ccc(CN(C)C(=O)c2cccc(S(=O)(=O)N3CCCC3)c2)cc1 | -2.1 | 0.1 | -0.3 | -3 | -1.1 | 5 | -1 | -0.7 | -4 | 0.0 | -0.3
CCOC(=O)C1=CCN(S(=O)(=O)c2ccccc2Br)C1c1ccc(C)cc1 (configuration not stated) | . | -1.4 | . | -1 | -1.0 | 0 | -3 | -1.6 | -7 | 0.1 | 1.3

The list goes on, starting with the last 2 of the part before.
SMILES | GAA850 FXN act | hcDAF12 agonist | DAX1 inh-1 | PLCb3 inh | ssDAF-12 act | NR1D1 modulator | SMARCA2 activ | PG9 Ab binder | HGIII-sPLA2 inh | DAX1 inh-2 | hgDAF12 agonist
Cc1ccc(CN(C)C(=O)c2cccc(S(=O)(=O)N3CCCC3)c2)cc1 | -2.1 | 0.1 | -0.3 | -3 | -1.1 | 5 | -1 | -0.7 | -4 | 0.0 | -0.3
CCOC(=O)C1=CCN(S(=O)(=O)c2ccccc2Br)C1c1ccc(C)cc1 (configuration not stated) | . | -1.4 | . | -1 | -1.0 | 0 | -3 | -1.6 | -7 | 0.1 | 1.3
COc1ccc(C(=O)c2c(C)c(CCC#N)n3ccccc23)c(OC)c1 | 0.8 | -3.0 | 1.2 | -7 | -1.2 | -4 | 0 | -0.5 | 2 | 0.2 | -0.7
S=C(NCC1CCCO1)Nc1ccc(Cl)cc1 (configuration not stated) | 1.6 | -3.0 | 0.3 | 1 | -1.4 | -3 | 0 | -3.2 | 0 | 0.1 | 2.7
COc1ccc(CN(C)CC(=O)Nc2ccccc2-c2ccccc2)c(OC)c1 | 2.0 | -1.3 | -0.7 | -6 | -2.1 | 3 | -3 | -1.4 | -4 | -0.1 | 2.3
CCCCCCCCC(=O)N/N=C(\C)c1ccco1 | -2.2 | 0.7 | 0.5 | -1 | -0.3 | 0 | 0 | -0.7 | -3 | -0.3 | 2.8

Screening results: PubChem BioAssay, several laboratories
